SRC2 inh = inhibition of GAL4-SRC2 driven luciferase reporter, primary screen, SRC2 inhibitor project, cell-based, luminescence; Nuclear receptor coactivator 2 (Homo sapiens), Q15596; inhibition, % at 9 µM; HEK293 GAL4-SRC2 luciferase reporter; 370,000 tested, 0.17% active;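 active = inhibition above the mean inhibition of all tested compounds plus 3 SD, set per campaign, cut at about 52% in these data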;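 note: 0% = DMSO treated cells and 100% = cells given Gossypol at 36 µM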
NCOA1 inh = SRC1 coactivator transcriptional activity inhibitors, primary screen, cell-based, luminescence; inhibition, % at 3.6 µM; Nuclear receptor coactivator 1 (Homo sapiens), Q15788; 360,000 tested, 0.12% active; HEK293 GAL4-SRC1 luciferase reporter; AID 588354, 2011;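 active = inhibition above the campaign mean plus 3 SD, with each screening campaign given its own cutoff, cut at about 60% in these data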;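 note: 0% = DMSO treated cells and 100% = gossypol at 36 µM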
TLR9-MyD88 block = inhibitors of TLR9-MyD88 association in cells, primary screen, cell-based, CHO, BLA complementation, fluorescence. Toll-like receptor 9 (Homo sapiens) + Myeloid differentiation primary response protein …. CCF4 FRET ratio. inhibition, % at 4.98 µM. 340,000 tested, 0.21% active;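 active = inhibition above the mean over all tested compounds plus 3 SD, cut at about 21% in these data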;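 note: 0% = DMSO only wells and 100% = clavulanate BLA inhibitor control wells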
Target sequence (Q99836 whole entry, looked up): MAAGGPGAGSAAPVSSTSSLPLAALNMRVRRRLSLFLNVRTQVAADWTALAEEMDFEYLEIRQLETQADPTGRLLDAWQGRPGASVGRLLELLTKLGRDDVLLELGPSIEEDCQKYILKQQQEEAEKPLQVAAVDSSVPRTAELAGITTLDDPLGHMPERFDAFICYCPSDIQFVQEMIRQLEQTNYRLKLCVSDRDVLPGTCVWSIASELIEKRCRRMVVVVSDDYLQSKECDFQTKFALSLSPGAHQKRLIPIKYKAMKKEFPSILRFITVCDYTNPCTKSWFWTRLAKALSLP
Target sequence (Q9NR96 whole entry, looked up): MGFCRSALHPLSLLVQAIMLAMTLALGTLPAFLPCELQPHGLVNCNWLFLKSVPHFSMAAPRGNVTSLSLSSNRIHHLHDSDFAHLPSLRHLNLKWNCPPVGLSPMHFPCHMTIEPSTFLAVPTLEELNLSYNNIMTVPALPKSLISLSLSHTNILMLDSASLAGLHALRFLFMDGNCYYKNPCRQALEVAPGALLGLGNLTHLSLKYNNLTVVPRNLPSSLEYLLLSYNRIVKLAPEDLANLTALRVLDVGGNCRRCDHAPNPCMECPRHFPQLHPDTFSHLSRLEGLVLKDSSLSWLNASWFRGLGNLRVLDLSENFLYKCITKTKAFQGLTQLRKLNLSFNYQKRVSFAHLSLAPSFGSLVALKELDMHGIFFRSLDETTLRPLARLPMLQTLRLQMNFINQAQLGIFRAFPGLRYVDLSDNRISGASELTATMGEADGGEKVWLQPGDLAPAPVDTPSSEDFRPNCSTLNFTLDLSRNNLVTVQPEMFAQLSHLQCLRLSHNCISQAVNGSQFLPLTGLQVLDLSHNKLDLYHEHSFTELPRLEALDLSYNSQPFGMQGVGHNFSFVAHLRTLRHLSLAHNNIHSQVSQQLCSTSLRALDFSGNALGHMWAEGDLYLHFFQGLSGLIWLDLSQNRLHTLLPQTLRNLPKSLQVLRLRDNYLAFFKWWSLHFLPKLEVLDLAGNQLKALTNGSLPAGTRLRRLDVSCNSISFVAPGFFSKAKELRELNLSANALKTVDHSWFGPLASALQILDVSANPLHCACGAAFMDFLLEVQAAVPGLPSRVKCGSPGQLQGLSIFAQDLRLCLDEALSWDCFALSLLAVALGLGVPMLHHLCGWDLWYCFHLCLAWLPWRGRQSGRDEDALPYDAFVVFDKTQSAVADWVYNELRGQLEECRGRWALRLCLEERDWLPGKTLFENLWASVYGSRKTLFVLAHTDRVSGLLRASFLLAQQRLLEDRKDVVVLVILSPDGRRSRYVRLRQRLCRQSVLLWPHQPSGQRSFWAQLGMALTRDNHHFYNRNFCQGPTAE
TROY NFkB inh = inhibitors of TROY-driven NF-kB signaling, primary screen, Q293 LMP1-TROYcd cells, NF-kB luciferase, uHTS. Q293 LMP1-TROYcd NF-kB luciferase reporter, 4 h. inhibition, % at 10 µM. 360,000 tested, 0.98% active. AID 1347056, 2019;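 active = compounds whose plate-normalised and pattern-corrected inhibition of the luciferase reporter signal at the single screening dose is 50% or more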
NOD2 RIPK2 PPI = NOD2-RIPK2 binding disruptors in cells, primary screen, fluorescence, CHO cells, BLA complementation; inhibition, % at 4.98 µM; 360,000 tested, 0.38% active; CCF4 ratio; AID 624267, 2012; in the data active = inhibition above about 21%;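 note: 0% = vehicle only and 100% = reference blocker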
EBV LMP1 NFkB = EBV LMP1-driven NF-kappaB luciferase reporter inhibitors, primary screen, cell-based, luminescence, single point. 350,000 tested, 0.69% active. inhibition, % at 12.5 µM. LMP1-induced NF-kappaB luciferase reporter cells; in the data active = inhibition above about 41%;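 note: 0% = neutral control wells and 100% = reference inhibitor control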
Vif imaging = HIV Vif self-association inhibitors, primary screen, imaging, HEK293T, single point; HEK293T cells, Vif self-association by quenched fluorescence, 24 h; 340,000 tested, 0.35% active; inhibition, % at 7.49 µM; AID 602346, 2012; in the data active = inhibition above about 50%, passing the limit was not always enough; note: some results filed as inactive read as strong as hits
SRC3 inh = SRC3 coactivator transcriptional activity inhibitors, primary screen, cell-based, luminescence; 360,000 tested, 0.17% active; AID 588352, 2011; inhibition, % at 3.6 µM; Nuclear receptor coactivator 3 (Homo sapiens), Q9Y6Q9; HEK293 GAL4-SRC3 luciferase reporter;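 active = inhibition above a per-campaign cutoff, the mean of all compounds plus 3 SD, cut at about 60% in these data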;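 note: 0% = DMSO-treated cells and 100% = gossypol-treated cells at 36 µM; higher means less SRC3-driven luciferase light from the GAL4 reporter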
TRAIL sens C8 = viability loss with TRAIL in NB7+C8 cells, primary screen, TRAIL sensitizer project, cell-based, ATPlite luminescence | inhibition (viability loss, TRAIL sensitization), % at 10 µM | AID 624354, 2012 | 360,000 tested, 1% active;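 active = compounds causing at least 50% loss of cell viability in the single-dose screen, relative to plate controls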
NR2F2 inh = NR2F2 transcriptional activity inhibitors, primary screen, cell-based, luciferase reporter, HEK293T, luminescence; COUP transcription factor 2 (Homo sapiens), P24468; HEK293T NGFI-A luciferase reporter; inhibition, % at 8.6 µM; 370,000 tested, 0.7% active; AID 686940, 2013;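 active = inhibition above a per-plate cutoff, mean inhibition of test wells between control levels plus 3 SD, cut at about 38% in these data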;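 note: cells cotransfected with COUP-TFII expression vector driving the NGFI-A reporter; 0% = median of COUP-TF2 test wells and 100% = reporter-only cells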
LRH-1 inv ag = LRH-1 (NR5A2) inverse agonists, primary screen, cell-based, luminescence, HEK293T, StAR-luciferase reporter; AID 602396, 2012; Nuclear receptor subfamily 5 group A member 2 (Homo sapiens), O00482; inhibition, % at 3.6 µM; LRH-1 transfected, 24 h; 360,000 tested, 0.13% active;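 active = inhibition above the mean inhibition of all tested compounds plus 3 SD, cut at about 73% in these data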;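 note: 0% = DMSO wells and 100% = reporter-only cells lacking LRH-1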
* hit, by the source's call; x = not tested or not shown; & = joins results of further samples. A portion of the library; the hit share may differ from the screen's.

Every second line gives: SRC2 inh	SRC3 inh	TRAIL sens C8	NR2F2 inh	Vif imaging	LRH-1 inv ag	TLR9-MyD88 block	EBV LMP1 NFkB	NOD2 RIPK2 PPI	NCOA1 inh	TROY NFkB inh
[1] O=C(c1ccco1)N1CCN(S(=O)(=O)N2CCOCC2)CC1
 : 1	-2	-3	-2	-15	-10	10	-4	-3	-3	-14
[2] COc1ccc(Br)c(Cn2c(C)c(C(=O)NCc3ccc(F)cc3)sc2=O)c1
 : 7	-6	-3	9	-5	10	x	x	-18	-3	15
[3] COc1cccc(C(=O)Nc2ccc(NC(=O)c3ccco3)c(Cl)c2)c1
 : -6	-50	5	-19	-5	-32	-1	3	-13	-43	-28
[4] CCCCOc1ccc(C(=O)NCC(=O)OC2CCOC2=O)cc1 (stereo not drawn)
 : -2	-8	0	3	13	-13	8	-1	3	9	-14
[5] O=C(NC1CCCC1)c1ccc(CS(=O)Cc2ccccc2Cl)o1 (stereo not drawn)
 : 5	-1	-6	-9	-1	-1	-2	1	-2	0	4
[6] CC(O)(c1cccc(F)c1)c1nc(-c2cc(F)cc(F)c2)cs1 (stereo not drawn)
 : -8	-9	-4	3	-8	-3	x	x	10	-23	4
[7] COCCSc1ccccc1C(=O)Nc1nnc(C)s1
 : -7	14	-16	-8	2	-18	1	7	-13	-2	5
[8] CC1CCc2c(sc(NC(=O)C3c4ccccc4Oc4ccccc43)c2C(N)=O)C1 (stereo not drawn)
 : -10	1	8	-4	-2	-4	-2	1	3	-9	10
[9] OCCC1CN(Cc2cc(F)ccc2-n2cccn2)CCN1Cc1ccc(F)cc1 (stereo not drawn)
 : -25	16	-14	-16	x	2	-7	-2	-2	2	4
[10] CCOC(=O)C1CCN(C(=O)C2CCCCC2)CC1
 : 0	6	-2	16	12	-11	2	2	3	-10	-1
[11] CCc1ccccc1NC(=O)C1CCN(S(C)(=O)=O)CC1
 : 18	11	-22	-5	2	7	x	x	-2	-25	4
[12] O=C(c1ccc(=O)[nH]n1)N1CCN(S(=O)(=O)c2ccc(C(F)(F)F)cc2)CC1
 : 12	-10	13	-3	-12	3	-10	-4	12	11	5
[13] COc1cc(C(=O)NCc2cccnc2)ccc1OCC(=O)Nc1cccc(C(F)(F)F)c1
 : 31	1	26	30	-10	26	7	13	-6	11	9
[14] COC(=O)/C(C#N)=C/c1c(N2CCCCCC2)nc2ccccn2c1=O
 : -4	5	-18	9	-13	-1	-1	0	-1	5	4
[15] Cc1ccc(N2C(=O)C3C(c4ccccc4)N4CCCN4C3(C)C2=O)cc1 (stereo not drawn)
 : 22	-4	23	-17	12	-1	-13	0	-3	7	-9
[16] C/C(N)=C(/C#N)C(=O)CSc1nnc(SCc2ccc(Cl)cc2)s1
 : -8&-3	-14&14	4&9	14&18	6&1	0&-4	-6&3	10&12	-4&-4	-1&-11	15&27
[17] Cc1ccc(-n2c(O)cnc2Nc2nc(C)cc(C)n2)cc1
 : 5	-8	-20	-18	-3	3	-7	4	-12	3	-12
[18] Cc1cc(=O)[nH]c(SCC(=O)NC2CCCCCCC2)n1
 : -10	6	-3	33	2	0	5	7	-3	-15	2
[19] CC(C)CNC(=S)N(CCN(C)C)Cc1cc2cc3c(cc2[nH]c1=O)OCCO3
 : 4	-1	1	1	4	11	6	-10	8	7	4
[20] Cc1ccc(C2CN(CCC(N)=O)C(=O)CO2)cc1 (stereo not drawn)
 : 4	-12	-3	-8	x	-6	-6	-2	6	-16	-4
[21] O=C(Nc1ccc(Cl)cc1)C1Cc2c(-c3ccc(Cl)cc3)ccnc2O1 (stereo not drawn)
 : 2	-12	9	11	-3	-14	x	x	6	5	19
[22] COc1cc(CCCN2C(=O)C(=O)NC[C@@H]2CCCCN)cc(OC)c1OC
 : -20	-7	10	8	8	1	0	-9	-1	-6	-14
[23] CC(C)N(Cc1ccccc1)C(=O)CN1C(=O)COc2ccc(S(=O)(=O)NC3CCCC3)cc21
 : -14	-4	17	11	-3	0	6	1	-4	-26	3
[24] O=C(c1ccccc1)c1ccc(OCCCN2CCCC2)cc1
 : -4	-6	11	-5	-12	11	6	-2	-12	-4	-16
[25] CCOc1ccc2c(S(=O)(=O)O)cccc2c1[N+](=O)[O-]
 : 11	-72	-9	8	14	23	3	-3	11	8	-7
[26] COc1ccc2nc(NC(=O)C3CCN(S(=O)(=O)c4cnc[nH]4)CC3)sc2c1
 : 9	4	-1	23	x	15	-1	-1	4	1	-4
[27] Cc1ccc(OCC(=O)N(Cc2cccs2)C2CCS(=O)(=O)C2)cc1 (stereo not drawn)
 : 7	11	-34	10	3	5	-14	-8	-1	7	1
[28] COc1cc(/C=N/NC(=O)[C@H](Cc2c[nH]c3ccccc23)NC(=O)OCC(C)C)cc([N+](=O)[O-])c1O
 : -13	10	-11	4	19	9	11	1	-7	8	15
[29] CC(OC(=O)CN1C(=O)NC(C)(C)C1=O)C(=O)c1ccccc1 (stereo not drawn)
 : 5	-10	-11	-9	3	-23	-3	0	-3	8	0
[30] COc1cc(CNC(C)C)ccc1OCC(=O)Nc1cccc2ccccc12
 : -19	17	1	-7	-3	-8	-5	-8	-1	-3	-10

Copied from above, nos. 1 to 7
Every second line gives: SRC2 inh	SRC3 inh	TRAIL sens C8	NR2F2 inh	Vif imaging	LRH-1 inv ag	TLR9-MyD88 block	EBV LMP1 NFkB	NOD2 RIPK2 PPI	NCOA1 inh	TROY NFkB inh
[1] O=C(c1ccco1)N1CCN(S(=O)(=O)N2CCOCC2)CC1
 : 1	-2	-3	-2	-15	-10	10	-4	-3	-3	-14
[2] COc1ccc(Br)c(Cn2c(C)c(C(=O)NCc3ccc(F)cc3)sc2=O)c1
 : 7	-6	-3	9	-5	10	x	x	-18	-3	15
[3] COc1cccc(C(=O)Nc2ccc(NC(=O)c3ccco3)c(Cl)c2)c1
 : -6	-50	5	-19	-5	-32	-1	3	-13	-43	-28
[4] CCCCOc1ccc(C(=O)NCC(=O)OC2CCOC2=O)cc1 (stereo not drawn)
 : -2	-8	0	3	13	-13	8	-1	3	9	-14
[5] O=C(NC1CCCC1)c1ccc(CS(=O)Cc2ccccc2Cl)o1 (stereo not drawn)
 : 5	-1	-6	-9	-1	-1	-2	1	-2	0	4
[6] CC(O)(c1cccc(F)c1)c1nc(-c2cc(F)cc(F)c2)cs1 (stereo not drawn)
 : -8	-9	-4	3	-8	-3	x	x	10	-23	4
[7] COCCSc1ccccc1C(=O)Nc1nnc(C)s1
 : -7	14	-16	-8	2	-18	1	7	-13	-2	5

New compounds follow:
Every second line gives: SRC2 inh	SRC3 inh	TRAIL sens C8	NR2F2 inh	Vif imaging	LRH-1 inv ag	TLR9-MyD88 block	EBV LMP1 NFkB	NOD2 RIPK2 PPI	NCOA1 inh	TROY NFkB inh
[31] Cc1ccc(NS(=O)(=O)c2ccc(NC(=O)CSc3ccc(Cl)cc3)cc2)c(C)c1
 : -9	-4	-10	2	-3	4	4	2	4	-3	30
[32] CN1CCN(S(=O)(=O)c2ccc(Cc3ccc(S(=O)(=O)N4CCN(C)CC4)cc3)cc2)CC1
 : -25	9	6	8	-4	2	-2	0	-5	7	33
[33] CC(=O)N/N=C(\C)CC(=O)NC(C)(C)C
 : -10	10	1	-16	20	0	4	1	-10	-8	-5
[34] COc1ccc2[nH]c(=O)c(CN(Cc3cccs3)S(=O)(=O)c3c(C)ccc4nsnc34)cc2c1
 : 0	9	25	0	-10	-4	9	26	3	8	25
[35] COc1cc2c(cc1OC)CN(Cc1cc(=O)oc3cc(C)c(Cl)cc13)CC2
 : -10	2	-6	9	-16	2	-3	8	-4	-24	6
[36] CC(=NNC(N)=S)c1ccc2cc3c(cc2c1)OCO3
 : -25	-88	12	-28	6	-48	5	-72	-21	-92	-77
[37] COc1ccc2c(c1O)Cc1ccccc1C2=O
 : x	1	2	x	-2	-17	5	-7	-6	-2	-57
[38] N#CC1=C(S)N(c2ccc(F)cc2)C(c2ccco2)NC1=O (stereo not drawn)
 : 15	7	-10	10	5	-5	3	-6	-6	-22	9
[39] COC(=O)c1sccc1NC(=O)CC1C(=O)NCCN1C(=O)Nc1ccc(F)cc1F (stereo not drawn)
 : -19	6	-11	-8	7	9	-2	5	-14	-16	-3
[40] CC1CCN(CCC(=O)N2CCCc3c2c(=O)oc2ccc(O)cc32)CC1
 : 10	10	-5	-21	11	59	-4	-6	3	3	18
[41] COc1cccc(NC(=O)CCC2CCN(C(=O)c3sccc3C)CC2)c1
 : -19	17	-8	18	-5	8	-5	11	1	-18	9
[42] COc1ccc(C(=O)Nc2nnc(S(=O)(=O)N(C)Cc3ccc(F)cc3)s2)cc1OC
 : -33	-31	-10	13	14	2	1	9	12	7	23
[43] CC1(C)CC(=O)c2sc(NC(=O)CN3C(=O)CCC3=O)nc2C1
 : 5	-4	0	-7	18	-22	-2	-3	1	9	-22
[44] CC(=O)c1c(C)[nH]c(C(=O)N(CCc2ccccc2)Cc2ccccc2)c1C
 : -4	3	23	-8	-9	3	-3	6	-11	-8	-2
